INS-1E_GSIS_act: GLuc luminescence reporter in INS-1E cells, primary screen for activators of glucose-dependent secretion of insulin; INS-1E GLuc reporter insulin secretion, 2-3 h; activation, % at 16.6 µM; actives 0.61% (n = 370,000); AID 743287, 2014;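 active means lowest replicate activation of at least 40%, so every replicate reaches that level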;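 further: 0% = median of neutral control wells and 100% = median of IBMX positive control wells; some compounds called inactive have numbers as strong as hits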
DENV2_CPE_rescue: inhibitors of DENV2 cytopathic effect, primary screen, cell-based, plate reader, single concentration; actives 1.7% (n = 350,000); CPE inhibition, % at 9.99 µM; DENV2-infected cells, cytopathic effect rescue; in the data active means CPE inhibition above about 20%, passing the limit was not always enough; inconclusive means no clear call, values can overlap the other calls; tested in BHK-21 cells;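 further: 0% = median of neutral control wells and 100% = median of positive control wells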
CFTR_F508del_cor: F508del CFTR correction, initial screen, CFBE line, single point; CFBE cells, YFP halide quenching; stimulated with forskolin plus potentiator P3; % fluorescence drop versus neutral controls; activity (quench increase), % at 7.58 µM; actives 0.36% (n = 350,000);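 active means mean added fluorescence quench of at least 8% versus neutral control, with both replicates also reaching 8%; inconclusive means only one of the mean or replicate conditions met; inactive means mean below 8% and not both replicates reaching 8%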;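 further: cells transiently co-express mutant CFTR-F508del with the halide-sensitive YFP; corrector assay measuring rescue of mutant channel to the surface after 24 h compound exposure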
RAD54_inh: inhibitors of human RAD54 branch migration, primary screen, biochemical, fluorescence, single point; inhibition, % at 10.4 µM; AID 602329, 2012; RAD54 Holliday junction branch migration, FAM/BHQ fluorescence; actives 0.14% (n = 360,000);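 active means mean normalized replicate activity at least 40 and at least half of replicates scoring 40 or more; inconclusive means only one of the two criteria met; inactive means mean below 40 and under half of replicates reaching 40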;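 further: 0% = median of neutral control wells and 100% = median of positive control wells; inhibitors cause a drop in the FAM fluorescence signal; in these data hits start at about 50%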
Target sequence (Q92698 whole entry, looked up): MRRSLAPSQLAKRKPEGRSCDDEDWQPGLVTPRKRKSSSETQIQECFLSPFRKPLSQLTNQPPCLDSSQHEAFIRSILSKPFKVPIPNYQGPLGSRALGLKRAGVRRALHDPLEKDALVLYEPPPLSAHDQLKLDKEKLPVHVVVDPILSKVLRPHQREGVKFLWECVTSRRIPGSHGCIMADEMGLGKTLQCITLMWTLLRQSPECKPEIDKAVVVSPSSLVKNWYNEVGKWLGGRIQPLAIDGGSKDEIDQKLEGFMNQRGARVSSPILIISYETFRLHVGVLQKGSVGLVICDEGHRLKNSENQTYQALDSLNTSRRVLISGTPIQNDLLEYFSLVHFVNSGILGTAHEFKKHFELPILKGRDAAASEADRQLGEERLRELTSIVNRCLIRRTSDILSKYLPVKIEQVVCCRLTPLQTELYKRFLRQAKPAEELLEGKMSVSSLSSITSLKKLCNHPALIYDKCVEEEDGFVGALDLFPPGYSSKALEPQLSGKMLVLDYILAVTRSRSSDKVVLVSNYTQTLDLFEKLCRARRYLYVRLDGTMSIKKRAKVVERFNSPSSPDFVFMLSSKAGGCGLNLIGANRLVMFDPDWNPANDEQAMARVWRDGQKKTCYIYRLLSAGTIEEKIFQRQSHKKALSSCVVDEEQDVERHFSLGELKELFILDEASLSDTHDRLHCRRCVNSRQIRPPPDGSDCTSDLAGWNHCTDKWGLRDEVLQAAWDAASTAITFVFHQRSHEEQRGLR
CASP6_VEID_inh: human caspase-6 inhibitors, primary screen, biochemical, VEID-R110 fluorescence, single point, set 2; inhibition, % at 12.5 µM; P55212; actives 0.53% (n = 350,000); purified caspase-6, Z-VEID-R110 cleavage fluorescence;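 active means mean inhibition across replicates at least about 35%, with every replicate also reaching that limit, limit read from the data; inconclusive means only one of the two criteria met; inactive means neither criterion met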;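 further: 0% = median of neutral control wells and 100% = no fluorescence left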
RAD52_inh: RAD52 DNA annealing inhibitors, primary screen, biochemical, FRET, single point, set 2 | DNA repair protein RAD52 homolog (Homo sapiens), P43351 | recombinant RAD52 DNA annealing, FRET fluorescence | inhibition, % at 18.7 µM | actives 0.46% (n = 360,000);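 active means every replicate showing at least 50% inhibition; inconclusive means mean inhibition at least 50% but not in every replicate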
XiGFP_reactiv: activators of inactive X chromosome reactivation, primary screen, imaging, XiGFP fibroblasts, GFP high-content imaging, set 2; XiGFP mouse fibroblasts, % GFP-positive cells imaging, 3 d; cells co-treated with 5-aza-dC sensitizer; scaled so ellipticine positive control = 100%; activation, % at 7.58 µM; actives 0.055% (n = 360,000); AID 743238, 2013;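 active means mean normalized replicate activation at least 10% and every replicate at or above 10%; inconclusive means only one of the two criteria met; inactive means mean below 10% and not all replicates reach 10%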;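 further: 0% = median of on-plate neutral control wells and 100% = ellipticine 6 µM median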
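Schedule: 3 d treatment, 15 min room-temperature fixation; system: 68-5-11 XiGFP fibroblast line; buffer or medium: DMEM plus 5-aza-dC sensitizer; control set: ellipticine 6 µM positive control; compound: one concentration, pinned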
E-sel_inducer: E-selectin induction in HUVECs, primary screen, imaging, HUVEC, immunofluorescence imaging, single point. activation, % at 7.58 µM. P16581. actives 0.37% (n = 260,000). normalized: neutral wells 0, TNF-alpha wells 100. AID 686992, 2013;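 active means mean E-selectin-positive cell signal at least 10% of the positive control, reached in at least 60% of replicates, without over 20% cell loss; inconclusive means no rule given, readout overlaps actives, possibly toxicity-flagged; inactive means the rest, including those meeting only one limit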;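 further: in these data hits start at about 27%; measured in HUVEC primary endothelial cells; signal is the percent of cells scored E-selectin positive by PE staining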
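Read-out: % PE-positive cells | Test system: HUVEC | Doses: One compound dose added by pin transfer | Buffer or medium: EGM-2 over gelatin coat | Signal: Immunofluorescence imaging | Benchmarks: TNF-alpha, DMSO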
The depositor's hits bear a star; ? = inconclusive; nt = no result given. This is a random part of the collection; any-hit rate near 3.7%.

SMILES INS-1E_GSIS_act DENV2_CPE_rescue CFTR_F508del_cor RAD54_inh CASP6_VEID_inh RAD52_inh XiGFP_reactiv E-sel_inducer
COc1ccc(NC(=O)Nc2cccc3c2O[C@@H](CN(C)Cc2ccc(C(=O)O)cc2)[C@@H](C)CN([C@H](C)CO)C3=O)cc1 7 -6 -1.0 10 -4 2 0.2 -0.2
COCCN(CCOC)C(=O)c1ccc(SCc2ccc(C)cc2)c([N+](=O)[O-])c1 -8 3 2.9 nt 2 -10 0.1 -1.8
CN(C)/C=N/c1cc(=O)n(C)c(=O)n1Cc1ccccc1 1 4 2.2 -5 -2 -7 -0.3 0.1
COc1ccccc1CN(C)S(=O)(=O)c1cccs1 18 0 -0.1 17 -1 -1 0.0 nt
CCCNC(=O)N(C)C[C@H]1Oc2ncc(/C=C/c3ccccc3)cc2C(=O)N([C@@H](C)CO)C[C@H]1C -2 ? 1.5 -4 1 -13 0.1 0.1
CC(C)NC(=O)NCC[C@@H]1CC[C@@H](NS(=O)(=O)c2ccc(-c3ccccc3)cc2)[C@H](CO)O1 -20 6 -0.5 2 -2 11 -0.4 0.5
O=C(Nc1ccccn1)C1CCN(S(=O)(=O)c2ccc3c(c2)OCCCO3)CC1 6 4 2.1 nt 0 -3 0.1 -0.1
Cc1ccc([C@@H]2CC=C(C(=O)O)[C@H](c3ccc(Cl)cc3)N2S(=O)(=O)c2ccc(C)cc2)cc1 -47 -2 0.6 -9 11 0 0.1 0.0
CCCC(=O)Nc1ccc2c(c1)OC[C@H](C)N(C(=O)CN(C)C)C[C@@H](C)[C@@H](OC)CN(C)C2=O 4 ? 2.9 -9 nt -10 0.0 -0.1
C/C=C(\C)CN1CCC(n2nccc2NC(=O)CCOc2ccccc2)CC1 8 -1 -0.7 -1 -8 -24 0.0 nt
Cc1cc(C2=NNC(=NC3CC3)SC2)c(C)n1Cc1ccco1 3 3 nt nt 0 -18 0.1 -1.4
CCc1ccc(NC(=O)CSc2ccc(-c3sc(C)nc3C)nn2)cc1 27 1 1.2 6 -5 -9 0.0 -0.1
O=C1S/C(=C\c2ccc(O)c([N+](=O)[O-])c2)C(=O)N1c1ccccc1Cl -26 -1 1.7 nt 8 -7 0.0 -2.6

Arranged by formula weight (low to high): some entries from above
SMILES INS-1E_GSIS_act DENV2_CPE_rescue CFTR_F508del_cor RAD54_inh CASP6_VEID_inh RAD52_inh XiGFP_reactiv E-sel_inducer
CN(C)/C=N/c1cc(=O)n(C)c(=O)n1Cc1ccccc1 1 4 2.2 -5 -2 -7 -0.3 0.1
COc1ccccc1CN(C)S(=O)(=O)c1cccs1 18 0 -0.1 17 -1 -1 0.0 nt
O=C1S/C(=C\c2ccc(O)c([N+](=O)[O-])c2)C(=O)N1c1ccccc1Cl -26 -1 1.7 nt 8 -7 0.0 -2.6
C/C=C(\C)CN1CCC(n2nccc2NC(=O)CCOc2ccccc2)CC1 8 -1 -0.7 -1 -8 -24 0.0 nt
CCc1ccc(NC(=O)CSc2ccc(-c3sc(C)nc3C)nn2)cc1 27 1 1.2 6 -5 -9 0.0 -0.1
O=C(Nc1ccccn1)C1CCN(S(=O)(=O)c2ccc3c(c2)OCCCO3)CC1 6 4 2.1 nt 0 -3 0.1 -0.1
COCCN(CCOC)C(=O)c1ccc(SCc2ccc(C)cc2)c([N+](=O)[O-])c1 -8 3 2.9 nt 2 -10 0.1 -1.8
CC(C)NC(=O)NCC[C@@H]1CC[C@@H](NS(=O)(=O)c2ccc(-c3ccccc3)cc2)[C@H](CO)O1 -20 6 -0.5 2 -2 11 -0.4 0.5
CCCC(=O)Nc1ccc2c(c1)OC[C@H](C)N(C(=O)CN(C)C)C[C@@H](C)[C@@H](OC)CN(C)C2=O 4 ? 2.9 -9 nt -10 0.0 -0.1
CCCNC(=O)N(C)C[C@H]1Oc2ncc(/C=C/c3ccccc3)cc2C(=O)N([C@@H](C)CO)C[C@H]1C -2 ? 1.5 -4 1 -13 0.1 0.1
Cc1ccc([C@@H]2CC=C(C(=O)O)[C@H](c3ccc(Cl)cc3)N2S(=O)(=O)c2ccc(C)cc2)cc1 -47 -2 0.6 -9 11 0 0.1 0.0
COc1ccc(NC(=O)Nc2cccc3c2O[C@@H](CN(C)Cc2ccc(C(=O)O)cc2)[C@@H](C)CN([C@H](C)CO)C3=O)cc1 7 -6 -1.0 10 -4 2 0.2 -0.2
